A3G deaminase: APOBEC3G DNA deaminase inhibitors, primary screen, biochemical, fluorescence, single-stranded DNA substrate, uHTS; recombinant A3G, ssDNA deamination FAM/TAMRA fluorescence; inhibition, % at 20 µM; 0.28% of 330,000 active; AID 493012, 2011;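 active = inhibition of at least 40% at 20 µM, with no more than 30% in the related APOBEC3A deaminase screen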;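 note: plate controls were DMSO wells with A3G for no effect and wells lacking A3G enzyme for full effect; some compounds called inactive have numbers as strong as hits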
Target sequence (Q9HC16 whole entry, looked up): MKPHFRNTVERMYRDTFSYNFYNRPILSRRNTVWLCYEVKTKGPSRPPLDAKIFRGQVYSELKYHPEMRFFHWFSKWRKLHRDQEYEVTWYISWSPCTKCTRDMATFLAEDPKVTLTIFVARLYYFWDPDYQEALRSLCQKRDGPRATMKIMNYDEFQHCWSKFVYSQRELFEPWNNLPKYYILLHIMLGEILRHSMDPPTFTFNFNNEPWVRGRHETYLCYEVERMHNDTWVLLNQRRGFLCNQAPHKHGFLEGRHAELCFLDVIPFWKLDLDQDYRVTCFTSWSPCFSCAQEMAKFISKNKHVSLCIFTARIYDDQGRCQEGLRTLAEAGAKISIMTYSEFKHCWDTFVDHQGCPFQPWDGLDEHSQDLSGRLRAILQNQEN
MPTP inh: mitochondrial permeability transition pore inhibitors, primary screen, biochemical, isolated mouse mitochondria, absorbance; Ca2+ swelling absorbance, 30 min; inhibition, % at 10 µM; 1.4% of 360,000 active; AID 602449, 2012;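 active = inhibition of 50% or more, scaled per plate between neutral and stimulator controls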;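 note: 0% = DMSO wells given calcium and 100% = 1 mM EGTA wells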
Gli-Sufu antag: Gli-Sufu pathway antagonists, primary screen, luciferase luminescence, Sufu-KO-LIGHT cells, uHTS; 0.74% of 340,000 active; AID 588413, 2011; inhibition, % at 5 µM; Sufu-KO-LIGHT fibroblasts, Gli luciferase reporter luminescence;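 active = inhibition above about 55%, limit read from the data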;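 note: 0% = DMSO-treated cells and 100% = wells with medium but no cells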
CXCR6 block: CXCR6 receptor inhibitors, primary screen, cell-based, beta-arrestin, luminescence, CHO-K1 PathHunter, 1536-well; 0.36% of 360,000 active; C-X-C chemokine receptor type 6 (Homo sapiens), O00574; AID 602244, 2012; inhibition, % at 20 µM; in the data active = inhibition above about 34%, passing the limit was not always enough;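 note: antagonist mode with CXCL16 agonist at 10 nM final; 0% = 10 nM CXCL16 with DMSO and 100% = unstimulated wells without agonist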
Target sequence (O00574 whole entry, looked up): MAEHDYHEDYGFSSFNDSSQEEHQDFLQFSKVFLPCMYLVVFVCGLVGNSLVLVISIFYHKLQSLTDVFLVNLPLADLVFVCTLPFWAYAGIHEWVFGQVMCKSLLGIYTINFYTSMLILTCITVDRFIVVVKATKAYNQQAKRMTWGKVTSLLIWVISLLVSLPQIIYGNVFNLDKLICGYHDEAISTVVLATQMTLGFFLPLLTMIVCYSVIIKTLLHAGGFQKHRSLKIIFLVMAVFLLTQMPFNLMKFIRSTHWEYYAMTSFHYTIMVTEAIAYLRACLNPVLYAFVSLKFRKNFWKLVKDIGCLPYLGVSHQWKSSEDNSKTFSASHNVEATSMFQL
EBI2 antag: EBI2 receptor antagonists, beta-arrestin recruitment, primary screen, cell-based, luminescence, 7a,25-OHC stimulation, uHTS; AID 651636, 2012; inhibition, % at 5 µM; 0.81% of 360,000 active; 7a,25-OHC stimulated; G-protein coupled receptor 183 (Homo sapiens), P32249; in the data active = inhibition above about 38%;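 note: enzyme fragment complementation signal reports receptor beta-arrestin coupling in cells; 0% = agonist plus DMSO wells and 100% = wells without agonist; some results beyond the cut were filed as inactive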
NR3A LBD binder: binders of NR3A ligand-binding domain, primary screen, biophysical, differential scanning fluorimetry, uHTS; Glutamate receptor ionotropic, NMDA 3A (GRIN3A) ligand-binding domain; NR3A LBD differential scanning fluorimetry, Tm shift; 0% = protein alone, 100% = glycine-bound protein; Tm shift relative to glycine control, % at 25 µM; 2.5% of 340,000 active; AID 1259313, 2017;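 active = melting temperature shift of at least 10% of the positive control shift, at one fixed dose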
CCR6 antagonist: CCR6 receptor antagonists, primary screen, cell-based, CHO-K1, luminescence, beta-arrestin, uHTS; CHO-K1 CCR6 PathHunter beta-arrestin, CCL20-stimulated; 0.49% of 340,000 active; C-C chemokine receptor type 6 (Homo sapiens), P51684; inhibition, % at 20 µM;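 active = compounds whose inhibition of the agonist-driven luminescence signal at 20 µM reaches about 50%, limit read from the data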;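 note: cells stimulated with CCL20 at 14 nM final; plate controls were DMSO with CCL20 for no effect and DMSO without agonist for full effect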
APOBEC3A inh: APOBEC3A ssDNA deaminase inhibitors, primary screen, selectivity assay for APOBEC3G inhibitor project, biochemical, FAM/TAMRA oligo cleavage fluorescence; recombinant A3A, FAM/TAMRA ssDNA deamination fluorescence; inhibition, % at 20 µM; 0.41% of 330,000 active; AID 493011, 2011;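 active = at least 40% inhibition at 20 µM here, with at most 30% in a related deaminase screen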;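 note: plate controls were A3A with DMSO for no effect and wells lacking A3A enzyme for full effect; some results filed as inactive read as strong as hits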
Target sequence (P31941 whole entry, looked up): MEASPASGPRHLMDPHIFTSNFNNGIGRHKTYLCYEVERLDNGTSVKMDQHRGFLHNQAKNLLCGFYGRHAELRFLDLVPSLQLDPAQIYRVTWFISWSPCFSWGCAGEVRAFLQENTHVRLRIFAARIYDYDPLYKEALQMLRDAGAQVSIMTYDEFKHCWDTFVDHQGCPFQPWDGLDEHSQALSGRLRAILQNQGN
* = called active by the depositor; x = no result given.

Preview, 2 compounds:
Each structure is followed by: A3G deaminase | MPTP inh | Gli-Sufu antag | CXCR6 block | EBI2 antag | NR3A LBD binder | CCR6 antagonist | APOBEC3A inh
- COc1ccc(N(CC(=O)NC2CCCCC2)C(=O)CCC(=O)Nc2nc(C)cs2)cc1OC
  -4 | -0.4 | -10 | 9 | 2 | -5 | -11 | 0
- Cc1c(Cl)c(C(=O)NC2CCCC2)nn1C
  -4 | 0.1 | 1 | -7 | -2 | 0 | 6 | -4

The list itself, from the first entry:
Each structure is followed by: A3G deaminase | MPTP inh | Gli-Sufu antag | CXCR6 block | EBI2 antag | NR3A LBD binder | CCR6 antagonist | APOBEC3A inh
- COc1ccc(N(CC(=O)NC2CCCCC2)C(=O)CCC(=O)Nc2nc(C)cs2)cc1OC
  -4 | -0.4 | -10 | 9 | 2 | -5 | -11 | 0
- Cc1c(Cl)c(C(=O)NC2CCCC2)nn1C
  -4 | 0.1 | 1 | -7 | -2 | 0 | 6 | -4
- NC(CCC(=O)O)C12CC3CC(CC(C3)C1)C2 (centres undefined)
  -2 | -1.4 | -6 | 7 | -12 | 1 | 16 | 1
- O=C(CSc1nnc(NC(=O)c2c(F)cccc2F)s1)NCc1ccccc1
  -8 | 0.4 | -6 | 4 | -2 | 0 | 12 | -4
- N#Cc1c(NC(=O)CCCC(=O)O)sc2c1CCCCC2
  -4 | -0.8 | -16 | 4 | -5 | -5 | 2 | 2
- CN(C)S(=O)(=O)c1ccc(Oc2ccc(S(=O)(=O)N(C)C)cc2)cc1
  1 | -7.9 | -11 | -2 | -2 | 0 | 0 | -2
- CC(C)NC(=O)C1CCN(Cc2cnn(-c3ccccc3)c2-n2cccc2)CC1
  -6 | -1.6 | -23 | 12 | 2 | -1 | 6 | 5
- COc1ccc(OC)c(NC(=O)CN(c2ccc(C)cc2)S(=O)(=O)c2c(C)n[nH]c2C)c1
  -1 | -1.3 | -6 | 2 | 20 | -2 | -3 | -3
- COC(=O)C(CC(=O)c1ccc(Cl)cc1)c1ccccc1 (centres undefined)
  x | -0.3 | -6 | -5 | 2 | 2 | 14 | x
- CC(C)(C)NS(=O)(=O)c1ccc(C(=O)Nc2ccc3c(c2)OCO3)cc1
  -5 | 0.9 | 4 | -2 | 39 | -13 | 2 | -3
- O=c1c2cn[nH]c2[nH]c(=S)n1-c1ccccc1Cl
  -9 | 0.8 | 3 | 7 | -1 | -2 | 23 | -4
- CS(=O)(=O)N1CCN(c2nc3ccc(Cl)cc3s2)CC1
  -5 | 0.9 | -44 | 2 | -2 | 2 | -6 | -2
- Clc1ccc(OCCN2CCOCC2)cc1
  -4 | -0.1 | -3 | -6 | -18 | 2 | -18 | -1
- CCOc1ccc(C2CC(c3cccc(C)c3)n3ncnc3N2)cc1 (centres undefined)
  -1 | -0.4 | -17 | 11 | 9 | 1 | 5 | -5
- C=CC[C@@H](CC(=O)N[C@H](CO)Cc1ccccc1)C(=O)N[C@H](COC(=O)[C@@H](CC=C)Cc1ccc(F)cc1)Cc1c[nH]c2ccccc12
  -10 | 0.4 | 3 | -9 | 25 | 7 | -11 | -2
- COc1ccc(S(=O)(=O)N2Cc3ccccc3CC2C(=O)N2CCOCC2)cc1 (centres undefined)
  -1 | -1.1 | 6 | -2 | -12 | 0 | -1 | 4
- COc1ccccc1CN(C)C(=O)c1cc(-c2cccs2)nc2ccccc12
  -7 | 0.5 | 0 | -18 | -32 | -4 | 5 | 0
- CCOC(=O)c1sc2nc(-c3ccco3)c3c(c2c1N)CC(C)(C)OC3
  14 | -1.7 | -25 | 11 | -16 | -2 | 40 | 22
- Cc1cccc(OCC(=O)N/N=C\c2cc3c(cc2[N+](=O)[O-])OCO3)c1C
  -4 | 0.3 | 5 | -3 | 11 | -17 | 9 | -3
- CCOc1ccccc1N1CC(C(=O)N2CCN(Cc3ccc(C#N)cc3)CC2)CC1=O (centres undefined)
  -10 | 0.5 | 9 | 2 | -1 | -1 | -3 | -3
- Cc1nnc(SCC(=O)NC2CCCC2)s1
  1 | -2.1 | 2 | 5 | 3 | 2 | -6 | 2
- Cc1ccc(-c2nn3c(C)nnc3s2)cc1NC(=O)c1ccco1
  2 | -2.0 | 11 | 8 | -1 | -2 | 5 | 3
- COC(=O)C1CCN(CC(=O)NC(=O)NC2CCCCC2)CC1
  -9 | -2.8 | -3 | 5 | -2 | 1 | -5 | -1
- O=C1C(=O)N(Cc2cccnc2)C(c2ccc(Br)cc2)/C1=C(\O)c1ccc2c(c1)OCCO2 (centres undefined)
  0 | -2.2 | -7 | 1 | -9 | 1 | 16 | -7
- CCOc1ccc(/C=N/NC(=O)C(O)c2ccccc2)c(O)c1 (centres undefined)
  -2 | 1.6 | -18 | -6 | -4 | -1 | 12 | 2
- O=c1c2ccccc2[nH]c(=S)n1Cc1ccc2c(c1)OCO2
  -6 | -0.2 | 3 | -5 | 1 | -2 | -2 | -2
- CSCCC(NC(=O)/C(=C/c1ccc(F)cc1)NC(C)=O)C(=O)O (centres undefined)
  -7 | 0.6 | 9 | -6 | -1 | -2 | 2 | 1
- COc1ccccc1N(C)S(=O)(=O)c1ccc(C(=O)Nc2nnc(C)s2)cc1
  -4 | -0.3 | -12 | 1 | -6 | 1 | 10 | -1
- O=C1CC(SC(=Nc2ccccc2)Nc2ccccc2)C(=O)N1c1ccc(Cl)c(Cl)c1 (centres undefined)
  -1 | 8.3 | -13 | 4 | 16 | 0 | -7 | 1
- CCOC(=O)Cn1c(=N)n(CCOc2cccc(C)c2)c2ccccc21
  -2 | 88* | 6 | -2 | 2 | 0 | 2 | -1

Carrying on.
Each structure is followed by: A3G deaminase | MPTP inh | Gli-Sufu antag | CXCR6 block | EBI2 antag | NR3A LBD binder | CCR6 antagonist | APOBEC3A inh
- O=C(O)c1cc(NCc2ccccc2C(F)(F)F)ccc1N1CCOCC1
  2 | 3.4 | -14 | 3 | -1 | -2 | 2 | 4
- COc1ccc2c(c1)OC/C(=C/c1cccs1)C2=O
  -3 | 0.3 | -49 | 2 | 3 | 6 | 17 | -3
- CCc1nnc(NC(=O)CSc2ncc(-c3ccccc3)n2C)s1
  1 | -0.4 | -1 | -15 | -3 | -1 | -1 | 2
- CC(=O)C1=C(C)N2CCN=C2S1
  -5 | -0.3 | 4 | 4 | -1 | 0 | -8 | -2
- COc1ccc(N2C(=O)CC(Sc3nc(C)c4c(n3)CCCC4)C2=O)cc1 (centres undefined)
  -8 | 1.4 | 3 | 0 | 0 | 2 | 14 | 0
- CCC1=NN2C(=N)/C(=C\c3cccn3-c3ccc(C)cc3C)C(=O)N=C2S1
  -5 | 11 | -11 | 4 | -14 | -10 | 20 | -3
- O=C(Nc1nccs1)c1ccc(Cl)cc1[N+](=O)[O-]
  4 | -1.0 | x | -6 | -5 | -3 | -8 | 2
- COCc1cc(C)nc(OCC(=O)N/N=C/c2ccc(OC)c(O)c2)c1C#N
  -7 | 0.9 | -9 | -6 | 6 | 1 | -12 | -8
- Cc1ccc(S(=O)(=O)N(C)C)cc1NC(=O)C(C)OC(=O)C1CCCC1 (centres undefined)
  -5 | -0.9 | -4 | -1 | -9 | 2 | 15 | 2
- COc1ccc2cc3cc(C(=O)NCCc4ccc(OC)c(OC)c4)oc3nc2c1
  -4 | -2.1 | 3 | -21 | -16 | -12 | -14 | -4
- O=C(COC(=O)c1cc(S(=O)(=O)N2CCOCC2)c(Cl)cc1Cl)Nc1ncc(C(F)(F)F)cc1Cl
  -1 | 0.9 | 2 | 5 | -6 | 5 | 6 | 2
- FC(F)(F)c1cccc(NC(=S)N2CCN(c3ccccc3)CC2)c1
  -1 | 4.3 | 3 | 1 | -9 | -2 | 2 | -1
- CCN(CC)S(=O)(=O)c1ccc(C)c(NC(=O)CSc2nnnn2C)c1
  -3 | 0.2 | -2 | 8 | 6 | 2 | 13 | 2
- C[C@@H]1CN([C@H](C)CO)C(=O)Cc2cc(NS(=O)(=O)c3ccc(F)cc3)ccc2O[C@H]1CN(C)Cc1ccc(C(=O)O)cc1
  -4 | -0.3 | 0 | 2 | 4 | -1 | 2 | -4
- C=CCN(c1ccccc1)S(=O)(=O)c1ccc2c(c1)NC(=O)C(C)S2 (centres undefined)
  -3 | -0.6 | -3 | -5 | 9 | -6 | 11 | -3
- COc1ccccc1CC(=O)Nc1cccc(F)c1
  -2 | -2.0 | -4 | -5 | -6 | -1 | 14 | 4
- C=CCN(C(=O)c1ccc(Cl)cc1)c1ccccc1C(=O)NCC(=O)O
  -8 | 1.7 | 1 | 7 | 3 | 1 | 0 | -4
- O=S(=O)(Nc1nc2ccccc2nc1OCC(F)(F)F)c1cccs1
  -8 | 2.1 | 1 | -11 | 2 | 1 | -4 | -1
- COc1ccc(N(C(=O)c2snc(C(N)=O)c2N)C(C(=O)NC2CCCC2)c2ccc(F)cc2)c(OC)c1 (centres undefined)
  -7 | -0.9 | -2 | -5 | 22 | -1 | 2 | -1
- CCOc1ccc(N(C)S(=O)(=O)c2ccc(C)c(C(=O)OCC(=O)c3c[nH]c4ccccc34)c2)cc1
  -6 | 51* | 33 | -7 | 7 | 31* | 8 | -1
- COc1ccc(-n2c(-c3cccc(OC)c3)nc(=S)c3c2CCCC3)cc1
  -6 | 7.8 | 13 | 6 | 7 | -5 | 9 | -4
- O=C(O)c1ccc(OCCOc2ccccc2)cc1
  4 | -0.2 | -4 | -2 | -4 | -5 | -7 | -2
- c1csc(CNCCCN2CCOCC2)c1
  2 | 0.8 | 4 | 0 | 1 | -2 | 16 | 0
- Cc1ccc2[nH]c(=O)c(CN(c3cccc(C)c3C)S(=O)(=O)c3ccccc3)cc2c1
  -8 | 2.8 | -3 | 7 | 2 | 1 | 9 | -4
- COc1ccc(-c2csc3ncnc(N4CCN(c5ccccc5)CC4)c23)cc1
  -7 | 0.6 | -1 | 8 | 7 | -5 | 16 | -6
- CCOC(=O)c1cc2c(ccn2-c2ccc(F)cc2)n1CC(=O)N(CC)CC
  -3 | 0.4 | 21 | 5 | 10 | 2 | 11 | -5
- O=C(OCc1nnc(-c2ccccc2Br)o1)c1ccco1
  -2 | -1.0 | -5 | -1 | 8 | 1 | 24 | 2
- CC(C)CCC(C)NC(=O)CN1C(=O)NC(C)(c2ccc3ccccc3c2)C1=O (centres undefined)
  -10 | -0.5 | -4 | -9 | 3 | -2 | -11 | 5
- CNc1nc(NC)c2cn[nH]c2n1
  x | -1.8 | 2 | -7 | -4 | 0 | 4 | x
- CCCC(=O)Nc1ccc(S(=O)(=O)Nc2cc(OC)ncn2)cc1
  -7 | -2.0 | -3 | 2 | -6 | 2 | 7 | -5

The results go on.
Each structure is followed by: A3G deaminase | MPTP inh | Gli-Sufu antag | CXCR6 block | EBI2 antag | NR3A LBD binder | CCR6 antagonist | APOBEC3A inh
- COCC(C)NC(=O)c1ccc(Cl)c(Cl)c1 (centres undefined)
  2 | -0.4 | 23 | 0 | -4 | 1 | -2 | 3
- CSC(=NC#N)N1CCN(c2ccc(Cl)cc2)CC1
  -3 | 2.2 | 3 | -10 | 5 | -1 | 23 | -2
- CCOc1c(Cl)cc(C2NC(=O)NC(C)=C2C(=O)NCc2ccccc2)cc1OC (centres undefined)
  -6 | -1.4 | -2 | 6 | -2 | 0 | -6 | -1
- CCOC(=O)C1CCCN(C(=O)c2ccc(CS(=O)(=O)c3ccc(C)cc3)o2)C1 (centres undefined)
  5 | -1.2 | 44 | 0 | -2 | -6 | 5 | 27

High-throughput results: PubChem BioAssay, Sanford-Burnham Center for Chemical Genomics
